Source: PubChem BioAssay
Arrestin-AP2 inh: inhibitors of human beta-arrestin and AP2 interaction; FITC-arrestin peptide / GST-AP2 beads, flow cytometry; AP2 beta2 appendage carries R879A mutation; inhibition, % at 10 µM; actives 0.31% (n = 340,000); AID 504490;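 active means inhibition above a set limit, near 3 SD of compounds lacking own fluorescence, cut at about 54% in these data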;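 further: plate controls were DMSO wells for no effect and 5 µM unlabelled arrestin peptide for full effect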
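System: GST-AP2 R879A glutathione beads | Also added: FITC-arrestin peptide, 50 nM | Times: 12 min plus 1 h, RT | Signal: Bead flow cytometry, FITC channel | Buffer or medium: PBS with 0.05% Tween 20 and 0.1% BSA | Read-out basis: Percent drop in bead-associated FITC signal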
SR-BI HDL uptake: mouse SR-BI HDL lipid transfer inhibition | inhibition, % at 12.5 µM | AID 488896 | ldlA[mSR-BI] CHO cells, DiI-HDL uptake fluorescence, 3 h | Q61009 | actives 0.96% (n = 320,000);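 active means mean replicate inhibition of at least 70% and a set share of replicates each scoring 70 or more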;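 further: 0% = median of neutral control wells and 100% = median of positive control wells; values of inactives mirror those of a sister screen read the other way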
NSD2 HMT inh: inhibitors of human histone methyltransferase NSD2 | O96028 | NSD2 peptide methylation, AlphaScreen, 120 min | inhibition, % at 12.5 µM | actives 0.54% (n = 310,000) | AID 743445; in the data active means inhibition above about 50%
Keap1 Nrf2 FP: Keap1-Nrf2 (human) interaction inhibition. Q14145. Keap1 Kelch-Nrf2 peptide fluorescence polarization, 1536-well. inhibition, % at 9.4 µM. actives 0.15% (n = 340,000). AID 504523; in the data active means inhibition above about 12%;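 further: human Keap1 Kelch domain with fluorescein labeled Nrf2 9mer peptide probe; 0% = neutral control wells and 100% = peptide positive control; higher means more block of Keap1 binding to Nrf2 peptide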
PvdQ acylase: P. aeruginosa PvdQ acylase inhibition. inhibition, % at 10 µM. actives 0.063% (n = 340,000). purified PvdQ acylase, fluorescence plate reader; in the data active means inhibition above about 30%, passing the limit was not always enough;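 further: 0% = vehicle neutral wells and 100% = reference inhibitor wells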
SR-BI DiI-HDL act: SR-BI HDL lipid transfer activation; CHO ldlA[mSR-BI] cells, DiI-HDL uptake fluorescence, 3 h; 100 = double the neutral-control signal; activation, % at 12.5 µM; actives 0.096% (n = 320,000);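 active means mean replicate activation of at least 60% and every replicate at or above 60%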;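 further: 0% = median plate neutral-control signal and 100% = twice that signal; values of inactives mirror those of a sister screen read the other way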
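Assay system: CHO ldlA[mSR-BI] cells, LDL receptor-null, SR-BI overexpressing; medium: Ham's F12 with 0.5% BSA, HEPES 25 mM, pH 7.4; also added: DiI-HDL 10 µg/mL; timing: 3 h uptake period with compound, 37 °C; signal: DiI fluorescence, bottom read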
Cardiac RTF inh: cardiac RTF calcium desensitization | P19429+P45379 | IANBD-labeled cardiac RTF, Ca2+ fluorescence | inhibition, % at 7.15 µM | actives 0.12% (n = 340,000);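 active means inhibition above the mean inhibition of all tested compounds plus 3 SD, cut at about 17% in these data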;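 further: assay run at fixed EC70 calcium of 1.6 mM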
LANA DNA inh: inhibitors of KSHV LANA C-terminal domain DNA binding; MBP-C-LANA/FAM-LBS DNA binding, fluorescence polarization; inhibition, % at 9 µM; actives 0.078% (n = 340,000); AID 504423;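 active means highest replicate inhibition at or above 60% at 9 µM, even if other replicates fall short; inactive means all replicates below 60% inhibition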;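 further: 0% = neutral control wells and 100% = 4 µM acridine orange control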
DAGLB inh: blocks human DAGLB lipase activity; Q8NCG7; HEK293T DAGLB membrane lysate, EnzChek fluorogenic substrate; inhibition, % at 5.17 µM; actives 0.059% (n = 340,000); AID 504411; in the data active means inhibition above about 34%;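 further: 0% = enzyme with vehicle and 100% = wells lacking enzyme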
Target sequence (Q8NCG7 whole entry, looked up): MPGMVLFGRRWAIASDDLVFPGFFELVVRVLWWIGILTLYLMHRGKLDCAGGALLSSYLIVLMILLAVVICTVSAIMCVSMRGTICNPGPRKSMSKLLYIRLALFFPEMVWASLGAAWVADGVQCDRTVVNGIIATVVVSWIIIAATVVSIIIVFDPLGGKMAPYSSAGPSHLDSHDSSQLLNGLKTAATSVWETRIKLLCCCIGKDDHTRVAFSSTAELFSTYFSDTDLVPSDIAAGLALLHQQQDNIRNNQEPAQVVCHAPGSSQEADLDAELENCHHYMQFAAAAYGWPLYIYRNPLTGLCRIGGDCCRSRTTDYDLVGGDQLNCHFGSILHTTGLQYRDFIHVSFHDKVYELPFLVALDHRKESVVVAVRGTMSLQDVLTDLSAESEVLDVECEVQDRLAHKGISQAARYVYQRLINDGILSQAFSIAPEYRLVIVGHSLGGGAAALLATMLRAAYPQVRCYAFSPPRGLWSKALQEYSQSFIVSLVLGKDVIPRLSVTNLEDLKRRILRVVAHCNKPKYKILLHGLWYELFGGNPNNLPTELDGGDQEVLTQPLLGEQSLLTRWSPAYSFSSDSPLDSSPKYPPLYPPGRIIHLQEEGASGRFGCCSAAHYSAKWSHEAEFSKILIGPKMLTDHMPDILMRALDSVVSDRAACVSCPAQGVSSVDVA
PKA-R2B activ: activators of human PKA-R2B complex. activation, % at 11.4 µM. P22694+P31323. actives 0.079% (n = 340,000). PKA-R2B holoenzyme dissociation, Cy5-IP20 fluorescence polarization; R2B truncated from residue 108, S112A mutant; 0% DMSO only, 100% 113 µM cGMP;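 active means activation above a cutoff set at the mean over all compounds plus 3 SD, cut at about 18% in these data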;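 further: higher means more holoenzyme dissociation and a rise in polarization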
Target sequence (P31323 whole entry, looked up, other chains not shown, the tested form may be a part): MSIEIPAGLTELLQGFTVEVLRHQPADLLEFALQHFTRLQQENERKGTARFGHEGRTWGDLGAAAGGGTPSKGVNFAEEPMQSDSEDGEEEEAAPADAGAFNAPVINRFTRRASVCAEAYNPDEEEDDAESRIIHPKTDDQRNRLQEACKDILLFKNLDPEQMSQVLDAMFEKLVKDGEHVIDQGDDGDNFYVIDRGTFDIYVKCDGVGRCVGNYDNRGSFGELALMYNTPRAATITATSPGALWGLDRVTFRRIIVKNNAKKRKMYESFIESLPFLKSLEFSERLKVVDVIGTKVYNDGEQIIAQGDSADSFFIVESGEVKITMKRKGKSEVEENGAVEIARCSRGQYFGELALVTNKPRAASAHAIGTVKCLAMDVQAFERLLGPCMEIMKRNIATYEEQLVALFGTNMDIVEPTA
Starred values were filed as active, the others as inactive.

How did CCn1cc(C(=O)OCC(=O)c2cc(C)n(-c3ccccc3)c2C)c(=O)c2ccc(C)nc21 do in these assays?
Arrestin-AP2 inh: -8; SR-BI HDL uptake: -9; NSD2 HMT inh: 3; Keap1 Nrf2 FP: -1; PvdQ acylase: -4; SR-BI DiI-HDL act: 9; Cardiac RTF inh: 4; LANA DNA inh: 0.6; DAGLB inh: -2; PKA-R2B activ: -8

Results for CC(=O)c1ccc(OCCCC(=O)NCc2nnc3ccccn23)cc1 ?
Arrestin-AP2 inh: 14; SR-BI HDL uptake: -8; NSD2 HMT inh: 3; Keap1 Nrf2 FP: 1; PvdQ acylase: -8; SR-BI DiI-HDL act: 8; Cardiac RTF inh: -6; LANA DNA inh: 0.3; DAGLB inh: -1; PKA-R2B activ: 0

What do the screens show for `Cc1cc(=O)[nH]c2c3ccccc3nn12`?
Arrestin-AP2 inh: -2; SR-BI HDL uptake: -19; NSD2 HMT inh: -2; Keap1 Nrf2 FP: 1; PvdQ acylase: -3; SR-BI DiI-HDL act: 19; Cardiac RTF inh: 0; LANA DNA inh: -0.8; DAGLB inh: 3; PKA-R2B activ: -15

How did Cc1ccccc1OCC(=O)Nc1ccc(N2CCN(C(=O)C(C)C)CC2)c(Cl)c1 do in these assays?
Arrestin-AP2 inh: 30; SR-BI HDL uptake: 72*; NSD2 HMT inh: -1; Keap1 Nrf2 FP: 3; PvdQ acylase: -1; SR-BI DiI-HDL act: -72; Cardiac RTF inh: 0; LANA DNA inh: 2.3; DAGLB inh: -7; PKA-R2B activ: -8

How did CCn1cc(CNCc2ccc(OCC(O)CN(C)Cc3ccccc3)cc2)cn1 (centres undefined) do in these assays?
Arrestin-AP2 inh: -6; SR-BI HDL uptake: -27; NSD2 HMT inh: 4; Keap1 Nrf2 FP: 1; PvdQ acylase: -10; SR-BI DiI-HDL act: 27; Cardiac RTF inh: -9; LANA DNA inh: 2.9; DAGLB inh: 1; PKA-R2B activ: -10

Results for COc1ccccc1N1CC(C(=O)Nc2cccc(C(=O)O)c2)CC1=O (centres undefined) ?
Arrestin-AP2 inh: 18; SR-BI HDL uptake: -9; NSD2 HMT inh: -2; Keap1 Nrf2 FP: -3; PvdQ acylase: 11; SR-BI DiI-HDL act: 9; Cardiac RTF inh: -8; LANA DNA inh: 0.7; DAGLB inh: 0; PKA-R2B activ: -6

How did COc1ccc(OC)c(CNn2c(-c3ccccc3F)nc3ccccc3c2=O)c1 do in these assays?
Arrestin-AP2 inh: -7; SR-BI HDL uptake: -8; NSD2 HMT inh: 1; Keap1 Nrf2 FP: 3; PvdQ acylase: 0; SR-BI DiI-HDL act: 8; Cardiac RTF inh: -6; LANA DNA inh: 0.7; DAGLB inh: 0; PKA-R2B activ: -3

Results for N#CC1(c2ccccc2)CCCN1C(=O)c1ccco1 (centres undefined) ?
Arrestin-AP2 inh: -4; SR-BI HDL uptake: -8; NSD2 HMT inh: -1; Keap1 Nrf2 FP: 4; PvdQ acylase: -6; SR-BI DiI-HDL act: 8; Cardiac RTF inh: -16; LANA DNA inh: 0.1; DAGLB inh: -5; PKA-R2B activ: -4

How did COc1ccc(C2c3[nH]c4ccccc4c3C[C@H]3C(=O)N(C4CCN(Cc5ccccc5)CC4)CC(=O)N23)c(OC)c1 (some centres undefined) do in these assays?
Arrestin-AP2 inh: 12; SR-BI HDL uptake: -35; NSD2 HMT inh: -4; Keap1 Nrf2 FP: -2; PvdQ acylase: -13; SR-BI DiI-HDL act: 35; Cardiac RTF inh: -4; LANA DNA inh: 0.0; DAGLB inh: 0; PKA-R2B activ: -1

Results for CN(C(=O)c1ccc(NC(=O)C2CCCN(C(=O)OC(C)(C)C)C2)cc1)C1CC1 (centres undefined) ?
SR-BI HDL uptake: 26; Keap1 Nrf2 FP: -1; PvdQ acylase: 23; SR-BI DiI-HDL act: -26; Cardiac RTF inh: 9; LANA DNA inh: -0.3; DAGLB inh: -6; PKA-R2B activ: 6

What do the screens show for `O=C(O/N=C1/CCSc2ccccc21)c1ccccc1`?
Arrestin-AP2 inh: -2; SR-BI HDL uptake: 2; NSD2 HMT inh: -1; Keap1 Nrf2 FP: 1; PvdQ acylase: -9; SR-BI DiI-HDL act: -2; Cardiac RTF inh: -26; LANA DNA inh: 1.4; DAGLB inh: -9; PKA-R2B activ: -5

How did CCOC(=O)c1c(CN(C)C)n(-c2ccc(C)cc2)c2cc(Br)c(O)cc12 do in these assays?
Arrestin-AP2 inh: 7; SR-BI HDL uptake: 3; NSD2 HMT inh: 1; Keap1 Nrf2 FP: 0; PvdQ acylase: 1; SR-BI DiI-HDL act: -3; Cardiac RTF inh: 6; LANA DNA inh: -0.3; DAGLB inh: -6; PKA-R2B activ: 9

How did CC(C)NC(=O)C1(S(=O)(=O)c2ccccc2)CC=CC1 do in these assays?
Arrestin-AP2 inh: -2; SR-BI HDL uptake: 13; Keap1 Nrf2 FP: -3; PvdQ acylase: -16; SR-BI DiI-HDL act: -13; Cardiac RTF inh: 0; LANA DNA inh: 1.6; DAGLB inh: 2; PKA-R2B activ: -8

Results for COc1ccc2nc(N3C(=O)C(O)=C(C(=O)c4ccco4)C3c3ccco3)sc2c1 (centres undefined) ?
Arrestin-AP2 inh: 32; SR-BI HDL uptake: -2; NSD2 HMT inh: -2; Keap1 Nrf2 FP: 1; PvdQ acylase: 4; SR-BI DiI-HDL act: 2; Cardiac RTF inh: 0; LANA DNA inh: -0.5; DAGLB inh: -3; PKA-R2B activ: -8

What do the screens show for `CC(=O)N1CCN(c2ncnc3sc(-c4ccccc4)cc23)CC1`?
Arrestin-AP2 inh: 23; SR-BI HDL uptake: 32; NSD2 HMT inh: -4; Keap1 Nrf2 FP: -2; PvdQ acylase: -2; SR-BI DiI-HDL act: -32; Cardiac RTF inh: -7; LANA DNA inh: -0.8; DAGLB inh: 1; PKA-R2B activ: 0

Results for Cc1nn(-c2ccccc2)c(C)c1/C=N/NC(=O)c1ccc(F)cc1 ?
Arrestin-AP2 inh: 4; SR-BI HDL uptake: 62; NSD2 HMT inh: 0; Keap1 Nrf2 FP: -1; PvdQ acylase: -11; SR-BI DiI-HDL act: -62; Cardiac RTF inh: -12; LANA DNA inh: 0.0; DAGLB inh: -3; PKA-R2B activ: -2

What do the screens show for `CC(Sc1nnc2c(n1)C1(C)CCC2C1(C)C)C(=O)Nc1ccccc1` (centres undefined)?
Arrestin-AP2 inh: 4; SR-BI HDL uptake: -6; NSD2 HMT inh: 3; Keap1 Nrf2 FP: -3; PvdQ acylase: 1; SR-BI DiI-HDL act: 6; Cardiac RTF inh: 0; LANA DNA inh: -0.5; DAGLB inh: -4; PKA-R2B activ: 10

What do the screens show for `CCOC(=O)c1cc2c(c(CCO)n1)[C@H](CCO)N(S(=O)C(C)(C)C)C2` (some centres undefined)?
Arrestin-AP2 inh: 7; SR-BI HDL uptake: 9; Keap1 Nrf2 FP: -4; PvdQ acylase: -17; SR-BI DiI-HDL act: -9; Cardiac RTF inh: -2; LANA DNA inh: 0.0; DAGLB inh: 0; PKA-R2B activ: -10

What do the screens show for `O=C(Nc1cccnc1Cl)C1CCCN(c2ncnc3c2nc2n3CCCCC2)C1` (centres undefined)?
Arrestin-AP2 inh: 35; SR-BI HDL uptake: 3; NSD2 HMT inh: -3; Keap1 Nrf2 FP: -2; PvdQ acylase: -14; SR-BI DiI-HDL act: -3; Cardiac RTF inh: -6; LANA DNA inh: 3.8; DAGLB inh: 5; PKA-R2B activ: 4

Results for COCCNC(=O)NC(=O)COC(=O)c1cc([N+](=O)[O-])ccc1Sc1nc(C)cs1 ?
Arrestin-AP2 inh: 10; SR-BI HDL uptake: -11; NSD2 HMT inh: 2; Keap1 Nrf2 FP: 5; PvdQ acylase: -6; SR-BI DiI-HDL act: 11; Cardiac RTF inh: -5; LANA DNA inh: -0.3; DAGLB inh: -1; PKA-R2B activ: 8

Results for Cc1nn2c(C)c(C(=O)Nc3ccccc3)cnc2c1-c1ccccc1 ?
Arrestin-AP2 inh: 2; SR-BI HDL uptake: 62; NSD2 HMT inh: -1; Keap1 Nrf2 FP: -5; PvdQ acylase: -16; SR-BI DiI-HDL act: -62; Cardiac RTF inh: 2; LANA DNA inh: -1.0; DAGLB inh: -2; PKA-R2B activ: 1

What do the screens show for `O=C(NCC1CC1)c1cccc2c1C(=O)c1ccc(-c3ccc(OC(F)(F)F)cc3)cc1S2(=O)=O`?
Arrestin-AP2 inh: 9; SR-BI HDL uptake: -18; Keap1 Nrf2 FP: -7; PvdQ acylase: 5; SR-BI DiI-HDL act: 18; Cardiac RTF inh: 4; LANA DNA inh: -0.2; DAGLB inh: -2; PKA-R2B activ: -9

How did CC1=C(C#N)C(c2ccc(O)cc2)C2=C(CCCC2=O)N1 (centres undefined) do in these assays?
Arrestin-AP2 inh: 24; SR-BI HDL uptake: 23; NSD2 HMT inh: -4; Keap1 Nrf2 FP: -1; PvdQ acylase: 29; SR-BI DiI-HDL act: -23; Cardiac RTF inh: -17; LANA DNA inh: -2.3; DAGLB inh: -1; PKA-R2B activ: -1

What do the screens show for `N#C/C(=C\c1ccc(C#N)cc1)C(=O)N1CCCC1`?
Arrestin-AP2 inh: -21; SR-BI HDL uptake: -20; Keap1 Nrf2 FP: -2; PvdQ acylase: -3; SR-BI DiI-HDL act: 20; Cardiac RTF inh: 6; LANA DNA inh: 0.7; DAGLB inh: 0; PKA-R2B activ: 0

Results for Cc1occc1-c1n[nH]c(=S)n1C ?
Arrestin-AP2 inh: 6; SR-BI HDL uptake: -41; NSD2 HMT inh: 0; Keap1 Nrf2 FP: 1; PvdQ acylase: 5; SR-BI DiI-HDL act: 41; Cardiac RTF inh: 4; LANA DNA inh: -0.1; DAGLB inh: -2; PKA-R2B activ: 0

How did Cc1nc(N)[nH]c(=O)c1CCC(=O)OCC(C)C do in these assays?
Arrestin-AP2 inh: 5; NSD2 HMT inh: -1; Keap1 Nrf2 FP: 1; PvdQ acylase: -12; Cardiac RTF inh: -6; LANA DNA inh: -2.0; DAGLB inh: 0; PKA-R2B activ: -4

How did Cc1nc(-c2ccccc2)sc1C(=O)O do in these assays?
Arrestin-AP2 inh: -6; SR-BI HDL uptake: -28; NSD2 HMT inh: -2; Keap1 Nrf2 FP: 2; PvdQ acylase: 0; SR-BI DiI-HDL act: 28; Cardiac RTF inh: -3; LANA DNA inh: -1.5; DAGLB inh: -2; PKA-R2B activ: 6

What do the screens show for `COC(=O)c1ccc(-c2ccco2)n1Cc1cc(C)ccc1C`?
Arrestin-AP2 inh: 4; SR-BI HDL uptake: 7; NSD2 HMT inh: 0; Keap1 Nrf2 FP: -3; PvdQ acylase: 6; SR-BI DiI-HDL act: -7; Cardiac RTF inh: -7; LANA DNA inh: 5.1; DAGLB inh: -3; PKA-R2B activ: -8
